Screening data: PubChem BioAssay, National Center for Advancing Translational Sciences (NCATS)
Chronic BCR inh – blocks chronic active B-cell receptor signaling; 340,000 tested, 0.05% active; Potency, µM (top dose mostly 46.1 µM), for inactives: at the highest dose ratio change, negative = lower green/red ratio, usual class: inhibitors; ABC-DLBCL IkBa-CBG/CBR reporter, luminescence ratio, 4 h; active means well fitted inhibition curve with a large enough effect in the signal ratio, with a control signal flat, not every such curve was filed as active; inconclusive means small, poorly fitted or top-dose-only effect, or effect the other way, or a change in a side signal; the % refers to the signal ratio;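 further: potency means the concentration at half of the fitted maximal effect; plate controls were basal doxycycline-induced cells for no effect and cells given 10 µM MG132 for full effect; MG132 reads +100%, hits lower the ratio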
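Concentration-response series (up to 46 uM) were applied to TMD8 dual-reporter cells for 4 h at 37C with doxycycline. Green/red ratio, after filter-overlap correction, defined %Activity; red signal alone was normalised to basal cells and zero luminescence.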
Eya2 phos inh – blocks the phosphatase activity of human Eya2. Potency, µM (highest dose often 76.9 µM), for inactives: at the highest dose activity, negative = inhibition, most hits filed as inhibitors. 330,000 tested, 0.006% active. AID 488837. recombinant Eya2, OMFP fluorescence dephosphorylation (OMFP is methylfluorescein phosphate). O00167; further: potency means the concentration at half of the fitted maximal effect; on the % scale 0 is the no-effect control and ±100 the full control effect
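Eya2 protein (added as 0.2 uM solution) was preincubated with compound for 10 min at ambient temperature in 50 mM HEPES pH 7.5, 50 mM NaCl, 5 uM MgCl2, 0.05% BSA, 1 mM DTT. OMFP (added at 50 uM) then reacted 10 min; fluorescence read at 485/525 nm.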
USP2a inh – inhibitors of human ubiquitin-specific protease USP2a; O75604; USP2 core, Ub-CHOP2 coupled fluorogenic reporter, 485/531; Potency, µM (titrated, usually from 38.3 µM), for the others: at the highest dose activity change, negative = inhibition, usual class: inhibitors; 330,000 tested, 0.01% active; AID 463254;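 further: potency means the concentration at half of the fitted maximal effect; plate controls were DMSO wells for no effect and full inhibition by NEM control for full effect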
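USP2 core (10nM final) preincubated 30min RT with compound in 20mM Tris-HCl pH 8.0, 2mM CaCl2, 2mM beta-mercaptoethanol, 0.05% CHAPS; 25nM Ub-CHOP2 plus 25nM reporter substrate added, fluorescence (Ex485/Em531) read after 60min.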
Tb PFK inh – blocks T. brucei phosphofructokinase; O15648; T. brucei PFK, ADP-Glo luminescence; Potency, µM (highest dose often 57.5 µM), without a hit: at the highest dose activity, negative = inhibition, hits mostly inhibitors; 330,000 tested, 0.17% active; AID 485367;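 further: potency means the concentration at half of the fitted maximal effect; 0% = uninhibited 1x PFK enzyme wells and -100% = no-enzyme wells; nearly all actives have a fitted effect of over 60% in size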
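Compounds were pin-transferred as a titration series up to 57 uM into substrate buffer (0.5 mM F6P, 0.1 mM ATP, pH 8.0), then 1.25 nM PFK was added and reactions ran 45 min before ADP-Glo detection.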
TSG101-PTAP inh – blocks PTAP/TSG101 interaction to inhibit HIV-1 budding. AID 493005. Potency, µM (titrated, usually from 115 µM), inactives show at the highest dose activity change, negative = inhibition, actives largely listed as inhibitors. 340,000 tested, under 10 active. Q99816. Fluorescence polarization, FITC-PTAP peptide / Tsg101 binding; active means well fitted inhibition curve with a large enough effect in the main read-out, with a control signal flat, not every such curve was filed as active; inconclusive means small, poorly fitted or top-dose-only effect, or effect the other way, or a change in a side signal; inactive means no such curve, though single readings can be large or run the other way; further: potency means the concentration at half of the fitted maximal effect; % of control where 0% means no effect
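FP read-out: FITC-PTAP peptide, 50 nM final, binding Tsg101 binding domain, 10 uM final; 20 min, r.t.; 10 mM HEPES pH 7.5, 0.15 M NaCl, 0.01% Tween 20, 3 mM EDTA, 0.1 mM TCEP.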
uPA generation – cell surface uPA generation inhibition. Potency, µM (doses to about 38.3 µM), inactives show at the highest dose activity change, negative = inhibition, usual class: inhibitors. cell surface uPA generation assay, qHTS. 330,000 tested, 0.31% active. AID 540303; active means well fitted inhibition curve with a large enough effect; inconclusive means small, poorly fitted or top-dose-only effect; inactive means no such curve, though single readings can be large or run the other way; tested in mouse RAW 264.7 cells; further: potency means the concentration at half of the fitted maximal effect; on the % scale 0 is the no-effect control and ±100 the full control effect; nearly all actives have a fitted effect of over 55% in size
B2AR arrestin – beta2AR (human) beta-arrestin recruitment activity | P07550 | beta-arrestin recruitment to beta2AR, cell-based reporter | Potency, µM (titrated, usually from 46.1 µM), for the others: at the top dose activation, usual class: activators | 330,000 tested, 0.02% active | AID 492947;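 further: potency means the concentration at half of the fitted maximal effect; 0% = DMSO controls and full agonism = EC100 isoproterenol or metaproterenol; nearly all actives have a fitted effect of over 65% in size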
ELG1 DNA repair – ELG1-dependent DNA repair inhibition. HEK293T ELG1-luciferase reporter, luminescence, 16 h; DNA damage induced by 5-fluorouridine. Potency, µM (top dose mostly 46.1 µM), inactives show at the top dose activity change, negative = inhibition, usual class: inhibitors. 330,000 tested, 2.3% active; further: potency means the concentration at half of the fitted maximal effect; on the % scale 0 is the no-effect control and ±100 the full control effect; nearly all actives have a fitted effect of over 55% in size
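In this reporter screen, reduction of luminescence relative to DMSO vehicle indicated activity. Compounds and 5-fluorouridine were added together to 2,000 cells per well, incubated for 16 hr at 37 °C, then developed with ONE-Glo.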
TCR activator – activates T cell receptor signaling; primary human leukocytes, anti-CD3, IL-2 HTRF, 48 h; Potency, µM (titrated, usually from 9.22 µM), for inactives: top-dose activation of IL-2 secretion, hits mostly activators; 330,000 tested, under 10 active; further: % of control where 0% means no effect
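Human primary leukocytes + a-CD3 beads + cpd, 48 hr; IL-2 in supernatant by HTRF (ex 320nm / em 665nm). No co-stimulatory signal supplied.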
Mito fusion act – mitochondrial division inhibition or fusion activation; S. cerevisiae fusion-defective mutant growth rescue, CellTiterGlo 48 h; Potency, µM (doses to about 46.1 µM), inactives show at the highest dose growth rescue (activation), most hits filed as activators; 320,000 tested, 0.23% active; AID 485298;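 further: potency means the concentration at half of the fitted maximal effect; % of control where 0% means no effect; nearly all actives have a fitted effect of over 45% in size; temperature-sensitive fusion mutants such as fzo1-1 at 37 °C on non-fermentable ethanol glycerol medium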
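S. cerevisiae fusion-defective temperature-sensitive mutants (e.g. fzo1-1, mgm1-5) grown 48 h at 37C in YPEG (ethanol/glycerol non-fermentable) medium with 23 nl compound per well; growth rescue read as CellTiterGlo luminescence.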
TSHR antag – blocks TSH signaling through the human TSH receptor; AID 504810; TSHR-expressing cells, TSH-stimulated cAMP HTRF, 2 h; hits give low values; 330,000 tested, 0.2% active; activity change, negative = inhibition, % at 11.5 µM;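 active means activity change below a set negative limit, meaning inhibition stronger than a set level, cut at about -70% in these data; inconclusive means activity change between two set negative limits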; further: on the % scale 0 is the no-effect control and ±100 the full control effect
Target sequence (P16473 whole entry, looked up): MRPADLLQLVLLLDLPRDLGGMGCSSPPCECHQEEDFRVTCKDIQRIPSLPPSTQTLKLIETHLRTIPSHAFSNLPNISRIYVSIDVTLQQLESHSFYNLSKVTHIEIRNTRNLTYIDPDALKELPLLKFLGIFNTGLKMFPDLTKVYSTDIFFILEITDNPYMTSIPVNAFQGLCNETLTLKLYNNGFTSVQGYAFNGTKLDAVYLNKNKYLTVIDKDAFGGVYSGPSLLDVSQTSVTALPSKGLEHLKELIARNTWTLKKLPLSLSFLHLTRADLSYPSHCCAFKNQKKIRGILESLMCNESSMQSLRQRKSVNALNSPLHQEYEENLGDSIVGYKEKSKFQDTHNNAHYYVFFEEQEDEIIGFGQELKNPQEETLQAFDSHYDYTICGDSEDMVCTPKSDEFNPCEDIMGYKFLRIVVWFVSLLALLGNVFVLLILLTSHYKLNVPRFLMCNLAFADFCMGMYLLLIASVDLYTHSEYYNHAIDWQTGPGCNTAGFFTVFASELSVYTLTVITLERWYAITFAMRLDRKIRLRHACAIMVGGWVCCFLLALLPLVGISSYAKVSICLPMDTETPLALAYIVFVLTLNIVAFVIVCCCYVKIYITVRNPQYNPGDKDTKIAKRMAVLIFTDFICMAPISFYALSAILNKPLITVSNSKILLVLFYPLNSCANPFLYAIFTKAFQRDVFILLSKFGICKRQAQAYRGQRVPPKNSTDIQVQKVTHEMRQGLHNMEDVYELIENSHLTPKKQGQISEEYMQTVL
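Antagonism was scored as loss of TSH-driven cAMP in TSHR cells, stimulated with 4nM TSH (EC80) for 2 hours at 37 deg C and detected by homogeneous HTRF competition immunoassay.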
Active calls of the source: *; [ ] = another dose, or the depositor's remark. Unless noted, the call rests on the fitted dose curve; in most records, active means well fitted curve in the direction sought with a large enough effect; inconclusive means small, poorly fitted or top-dose-only effect, or another doubt; inactive means no such curve, though single readings can be large; an effect the other way counts as inactive or inconclusive.

Screening COc1ccc(C)cc1NC(=O)c1cccc(C(=O)Nc2cc(C)ccc2OC)n1 returned Chronic BCR inh 2%, Eya2 phos inh 8%, USP2a inh -1%, Tb PFK inh -4%, TSG101-PTAP inh 1%, uPA generation 5%, B2AR arrestin -0.5%, ELG1 DNA repair 12%, TCR activator 2%, Mito fusion act -1% and TSHR antag 10.
For CCOc1ccc(NC(=O)CN2CCc3cc4c(cc3C2)OCCCO4)cc1OCC the results were Chronic BCR inh -3%, Eya2 phos inh -1%, USP2a inh 4%, Tb PFK inh 1%, TSG101-PTAP inh 2%, uPA generation 5%, B2AR arrestin 0.4%, ELG1 DNA repair -28%, TCR activator 1%, Mito fusion act -2% and TSHR antag 0.
Screening CN(CCOc1ccc(Cl)cc1)C(=O)CN1C(=O)NC2(CCCCC2)C1=O returned Chronic BCR inh -4%, Eya2 phos inh 0%, USP2a inh 2%, Tb PFK inh 2%, TSG101-PTAP inh 1%, uPA generation -6%, B2AR arrestin -0.3%, ELG1 DNA repair -15%, TCR activator 6%, Mito fusion act -14% and TSHR antag -8.
For C#CCNC(=O)C1=C[C@@H](C)C[C@@H](OCc2ccc(CO)cc2)O1 the results were Chronic BCR inh 5%, Eya2 phos inh 10%, USP2a inh 1%, Tb PFK inh -1%, uPA generation 15%, B2AR arrestin -0.7%, ELG1 DNA repair 20%, TCR activator 0%, Mito fusion act -5% and TSHR antag -11.
For O=C(COC(=O)c1nc(-c2ccccc2)n(-c2cccc(C(F)(F)F)c2)n1)NCc1cccs1 the results were Chronic BCR inh inconclusive, Eya2 phos inh -1%, USP2a inh 0%, Tb PFK inh 0%, TSG101-PTAP inh 1%, uPA generation -2%, B2AR arrestin -0.3%, ELG1 DNA repair 11%, TCR activator -4%[46.1 µM], Mito fusion act -2% and TSHR antag 1.
O=C(c1ccc(NS(=O)(=O)c2ccc(F)cc2)cc1)N1CCCCCC1 was read as Chronic BCR inh -6%, Eya2 phos inh 5%, USP2a inh -1%, Tb PFK inh 0%, TSG101-PTAP inh -5%, uPA generation 2%, B2AR arrestin 0.0%, ELG1 DNA repair -13%, TCR activator -4%, Mito fusion act 3% and TSHR antag -2.
`Cc1ccc(C(=O)NC(C)C2CCCO2)o1` (configuration not stated) gave Chronic BCR inh -1%, Eya2 phos inh -11%, USP2a inh 1%, Tb PFK inh 5%, TSG101-PTAP inh -13%, uPA generation 0%, B2AR arrestin -0.7%, ELG1 DNA repair -8%, TCR activator 2%, Mito fusion act 0% and TSHR antag 9.
For CCOC(=O)c1sc(NC(=O)Cc2ccccc2OC)nc1C the results were Chronic BCR inh inconclusive, Eya2 phos inh -9%, USP2a inh -1%, Tb PFK inh 1%, TSG101-PTAP inh -4%, uPA generation 19%, B2AR arrestin -0.1%, ELG1 DNA repair -14%, TCR activator -1%, Mito fusion act -1% and TSHR antag -2.
Screening O=C(CC1SCCNC1=O)Nc1ccc(Cl)cc1 (configuration not stated) returned Chronic BCR inh 6%, Eya2 phos inh 3%, USP2a inh -1%, Tb PFK inh 1%, TSG101-PTAP inh -1%, uPA generation -1%, B2AR arrestin 0.4%, ELG1 DNA repair inconclusive, TCR activator 10%, Mito fusion act 5% and TSHR antag -1.
Screening Cc1cc(Cl)c(S(=O)(=O)NCC2CCCO2)cc1OCC(=O)NC1CCCCC1 (configuration not stated) returned Chronic BCR inh 4%, Eya2 phos inh 2%, USP2a inh 5%, Tb PFK inh 0%, TSG101-PTAP inh -6%, uPA generation -2%, B2AR arrestin 0.3%, ELG1 DNA repair inconclusive, TCR activator -37%, Mito fusion act -2% and TSHR antag -9.
Screening CC(C)(C)SCCNS(=O)(=O)c1ccccc1 returned Chronic BCR inh inconclusive, Eya2 phos inh -3%, USP2a inh 0%, Tb PFK inh 0%, TSG101-PTAP inh -5%, uPA generation 6%, B2AR arrestin -0.9%, ELG1 DNA repair -17%, TCR activator -5%, Mito fusion act 0% and TSHR antag 11.
CCC(C)NC(=O)CCn1c(=O)c2cccn2c2ccc(F)cc21 (configuration not stated) was read as Chronic BCR inh 6%, Eya2 phos inh 4%, USP2a inh 0%, Tb PFK inh -1%, TSG101-PTAP inh -6%, uPA generation -2%, B2AR arrestin -0.2%, ELG1 DNA repair -4%, TCR activator -1%, Mito fusion act 0% and TSHR antag 1.
For COc1ccc(NC(=O)CNC(=O)Cc2ccccc2)cc1OC the results were Chronic BCR inh 3%, Eya2 phos inh -8%, USP2a inh -1%, Tb PFK inh 5%, TSG101-PTAP inh -1%, uPA generation 2%, B2AR arrestin -0.3%, ELG1 DNA repair 2%, TCR activator -6%, Mito fusion act -3% and TSHR antag 0.
CC(C)C(=O)N1CCC(n2nccc2NC(=O)CCc2ccccc2)CC1 was read as Chronic BCR inh -6%, Eya2 phos inh 8%, USP2a inh 5%, Tb PFK inh 3%, TSG101-PTAP inh 0%, uPA generation -8%, B2AR arrestin 0.3%, ELG1 DNA repair 5%, TCR activator -10%, Mito fusion act 0% and TSHR antag 1.
`CSc1nc(C)cc(Oc2ccc(=O)[nH]n2)n1` gave Chronic BCR inh 5%, Eya2 phos inh -1%, USP2a inh 9%, Tb PFK inh 0%, TSG101-PTAP inh -2%, uPA generation 1%, B2AR arrestin 0.0%, ELG1 DNA repair -14%, TCR activator 6%, Mito fusion act 1% and TSHR antag 20.
For Cn1c(=NC(=O)C2CCCCC2)sc2cc([N+](=O)[O-])ccc21 the results were Chronic BCR inh 1%, Eya2 phos inh 10%, USP2a inh 1%, Tb PFK inh 0%, TSG101-PTAP inh 0%, uPA generation 1%, B2AR arrestin -0.1%, ELG1 DNA repair 15%, Mito fusion act -7% and TSHR antag -9.
Nc1nc(NC(=O)c2ccco2)nn1-c1ccccc1 was read as Chronic BCR inh inconclusive, Eya2 phos inh 0%, USP2a inh -1%, Tb PFK inh 0%, TSG101-PTAP inh -5%, uPA generation -7%, B2AR arrestin -0.1%, ELG1 DNA repair inconclusive, TCR activator 0%, Mito fusion act 1% and TSHR antag -2.
CC(C)(C)c1ccc(C(=O)Nn2cnnc2)cc1 was read as Chronic BCR inh 1%, Eya2 phos inh 0%, USP2a inh 2%, Tb PFK inh 1%, TSG101-PTAP inh -1%, uPA generation -4%, B2AR arrestin 0.2%, ELG1 DNA repair 25%, TCR activator 2%, Mito fusion act 0% and TSHR antag 4.
Screening COc1ccc(-c2cnn3c(N)c(S(=O)(=O)C(C)(C)C)cnc23)cc1 returned Chronic BCR inh 16%, Eya2 phos inh -12%, USP2a inh 2%, Tb PFK inh -6%, TSG101-PTAP inh -11%, B2AR arrestin -0.2%, ELG1 DNA repair 10%, TCR activator -1%, Mito fusion act -3% and TSHR antag 15.
`Cc1ccc(NC(=O)CS(=O)CC(=O)N2CCN(C3CCCC3)CC2)cc1` (configuration not stated) gave Chronic BCR inh -1%, Eya2 phos inh -3%, USP2a inh 2%, Tb PFK inh 0%, TSG101-PTAP inh -8%, uPA generation 1%, B2AR arrestin -0.6%, ELG1 DNA repair 30%, TCR activator -1%, Mito fusion act 1% and TSHR antag -1.
`O=C(c1ccc(S(=O)(=O)N2CCCCC2)cc1)N1CCCC(C(F)(F)F)C1` (configuration not stated) gave Chronic BCR inh 4%, Eya2 phos inh 5%, USP2a inh 0%, Tb PFK inh 15%, TSG101-PTAP inh -5%, uPA generation -7%, B2AR arrestin -0.3%, ELG1 DNA repair 13%, TCR activator 3%, Mito fusion act -4% and TSHR antag -11.

A portion of the results above:
For COc1ccc(NC(=O)CNC(=O)Cc2ccccc2)cc1OC the results were Chronic BCR inh 3%, Eya2 phos inh -8%, USP2a inh -1%, Tb PFK inh 5%, TSG101-PTAP inh -1%, uPA generation 2%, B2AR arrestin -0.3%, ELG1 DNA repair 2%, TCR activator -6%, Mito fusion act -3% and TSHR antag 0.
CC(C)C(=O)N1CCC(n2nccc2NC(=O)CCc2ccccc2)CC1 was read as Chronic BCR inh -6%, Eya2 phos inh 8%, USP2a inh 5%, Tb PFK inh 3%, TSG101-PTAP inh 0%, uPA generation -8%, B2AR arrestin 0.3%, ELG1 DNA repair 5%, TCR activator -10%, Mito fusion act 0% and TSHR antag 1.
